STK33 inh: human STK33 kinase inhibition; Q9BYT3; inhibition, % at 10 µM; AID 2661; actives 0.073% (n = 320,000); purified STK33, MBP phosphorylation, ADP-Glo luminescence;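 active means inhibition at or above 25%, using the most active replicate where run in duplicate; inactive means inhibition below 25%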
Target sequence (Q9BYT3 whole entry, looked up): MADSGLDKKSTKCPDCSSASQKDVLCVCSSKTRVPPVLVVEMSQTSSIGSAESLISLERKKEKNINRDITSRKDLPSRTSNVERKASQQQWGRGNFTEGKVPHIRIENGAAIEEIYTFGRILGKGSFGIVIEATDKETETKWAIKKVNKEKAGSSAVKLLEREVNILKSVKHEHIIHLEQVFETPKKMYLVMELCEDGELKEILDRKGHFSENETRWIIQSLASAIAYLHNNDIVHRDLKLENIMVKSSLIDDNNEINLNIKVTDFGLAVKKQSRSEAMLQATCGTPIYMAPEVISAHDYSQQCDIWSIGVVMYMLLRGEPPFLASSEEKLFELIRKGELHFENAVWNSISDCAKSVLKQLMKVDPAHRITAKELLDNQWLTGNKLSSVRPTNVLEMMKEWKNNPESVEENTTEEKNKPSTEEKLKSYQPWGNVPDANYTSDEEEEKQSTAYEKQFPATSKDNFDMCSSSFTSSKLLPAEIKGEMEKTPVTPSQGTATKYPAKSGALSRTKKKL
Kir21 inh: Kir2.1 (mouse) channel inhibition | actives 0.85% (n = 310,000) | AID 1672 | P35561 | HEK293-Kir2.1, FluxOR thallium flux fluorescence; stronger effect = lower value | B-score at 10 µM;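 active means fluorescence ratio B-score at or below minus 3 SD of library scores, with starting-brightness B-score within 2 SD, cut at about -4.2 in these data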;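 further: channel flux triggered by added potassium and thallium sulfate stimulus; B-score of peak minus minimum fluorescence over baseline after thallium stimulus; more negative B-score means stronger Kir2.1 block with less thallium influx; some compounds called inactive have numbers as strong as hits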
Target sequence (P35561 whole entry, looked up): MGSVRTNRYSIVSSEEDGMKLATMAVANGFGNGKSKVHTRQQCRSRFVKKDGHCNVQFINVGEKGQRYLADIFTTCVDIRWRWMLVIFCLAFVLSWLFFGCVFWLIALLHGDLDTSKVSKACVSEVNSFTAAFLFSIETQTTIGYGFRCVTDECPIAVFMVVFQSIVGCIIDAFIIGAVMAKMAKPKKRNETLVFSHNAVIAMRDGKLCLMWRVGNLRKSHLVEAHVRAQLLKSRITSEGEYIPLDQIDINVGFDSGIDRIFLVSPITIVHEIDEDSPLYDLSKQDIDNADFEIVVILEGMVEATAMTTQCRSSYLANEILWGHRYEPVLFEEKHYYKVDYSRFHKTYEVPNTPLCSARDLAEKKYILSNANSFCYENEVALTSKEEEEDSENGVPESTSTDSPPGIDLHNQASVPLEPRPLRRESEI
* hit, by the source's call; · = not tested or not shown.

SMILES	STK33 inh	Kir21 inh
COc1ccc(CCNC(=O)COC(=O)C2CC2C)cc1 (stereo not given)	-1.1	·
CC(=O)Nc1ccc(NC(=O)Cn2cc3c(n2)CCCC3)cc1	-0.7	0.05
Brc1ccc(-c2cn3c(n2)CCc2ccc4cccnc4c2-3)cc1	-1.2	2.7
COc1cc(CNCCSc2nnnn2C)cc(OC)c1OC	0.5	-0.03
CC(C)c1ccc(NC(=O)[C@H](NC(=O)[C@@H]2Cc3ccccc3CN2)c2ccccc2)cc1	-2.1	2.1
COc1ccc2cc3cc(C(=O)N4CCN(Cc5ccc6c(c5)OCO6)CC4)oc3nc2c1	0.5	-0.74
Cc1ccc(S(=O)(=O)N(C#N)c2nc(C)cc(C)n2)cc1	-2.0	-2.1
OCCNc1nc(N2CCN(Cc3ccccc3)CC2)nc2ccccc12	-0.2	-0.39
Cc1ccc(C(=O)Nc2ccc(C(=O)N3CCCCC3C)cc2)cc1 (stereo not given)	-0.6	-0.02
Cc1cc(NS(=O)(=O)c2ccc(Nc3nc(-c4ccc(C)c(C)c4)cs3)cc2)no1	-1.4	-0.96
CC1CC(C)CN(C(=O)Cn2c(-c3nonc3N)nc3ccccc32)C1 (stereo not given)	1.4	-0.02
COc1ccc(NC(=S)N=Nc2c(O)[nH]c3ccccc23)cc1	0.0	1.7

An excerpt of these results, as a markdown table.
| mol | STK33 inh | Kir21 inh |
| --- | --- | --- |
| COc1ccc(CCNC(=O)COC(=O)C2CC2C)cc1 (stereo not given) | -1.1 | · |
| Cc1ccc(S(=O)(=O)N(C#N)c2nc(C)cc(C)n2)cc1 | -2.0 | -2.1 |

New compounds follow
SMILES	STK33 inh	Kir21 inh
O=C(NCc1ccccc1)C1=C[C@@H](c2ccc3c(c2)OCO3)C[C@@H](OCc2ccc(CO)cc2)O1	-0.9	-0.35
CCCN1CCC(NC(=O)Nc2ccc(OC)c(OC)c2)CC1	-5.0	1
N#Cc1c(Nc2ccccc2Cl)s[nH]c1=O	1.8	-2.2
O=C(C1CCCO1)N1CCN(C(=S)Nc2ccc(Cl)cc2Cl)CC1 (stereo not given)	-1.9	0.64
Cc1ccc(NC(=S)NC2CCN(Cc3ccccc3)CC2)cc1C	-1.7	-4.2
CCCCNS(=O)(=O)c1ccc(OCC(=O)OC)cc1	-1.2	2.5
Cc1cc(C)cc(N2C(=O)CCN(Cc3ccccc3)C2=O)c1	-1.7	-0.49
Cc1ccc(S(=O)(=O)N2CCCC2C(=O)NC2=NCCS2)cc1 (stereo not given)	0.0	2.1
CCCCn1c(CCl)nc2cc(S(=O)(=O)N3CCOCC3)ccc21	-1.0	·
COc1cccc(NC(=O)CCc2nnc3ccc(N4CCN(c5cccc(OC)c5)CC4)nn23)c1	-1.9	0.11
Cc1ccc(-c2cc(C(=O)Nc3c(C)n(C)n(-c4ccccc4)c3=O)no2)cc1	0.4	-0.04
CCOC(=O)c1c(C)[nH]c(C(C)=O)c1C	0.7	0.81
CCC1(C)Cc2c(c(=O)n(-c3ccccc3)c3ncnc(N)c23)CO1 (stereo not given)	1.1	-0.58
O=C(CCNS(=O)(=O)c1ccc(Br)cc1)NCCCSc1ccccc1	-2.4	·
COc1ccc(OCCn2cc(/C=C(\C#N)C(=O)NCc3ccco3)c3ccccc32)cc1	1.5	2.1
O=C(c1ccco1)N1CCN(c2ccc(N3CCCCC3)nn2)CC1	-1.5	0.1
O=C(COC(=O)CSCc1ccccc1)NCc1ccccc1	-1.3	0.82
O=C(O)CCCN1C(=O)/C(=C\c2ccccc2OCc2ccccc2)SC1=S	0.0	-0.12
CC(C)[C@H](NS(=O)(=O)c1ccccc1)C(=O)OCC(=O)NC(=O)NC1CCCCC1	-0.5	·
COc1ccccc1N1CC(C(=O)OCC(=O)c2ccc(F)cc2)CC1=O (stereo not given)	-2.5	-0.42
O=C(COC(=O)c1cc(Cl)ccc1O)NC(=O)NCc1ccccc1	0.3	·
O=[N+]([O-])c1ccc(O)c(/C=N/Nc2ccc(Cl)nn2)c1	0.7	-0.37
COc1ccc(C(=O)NC(=S)N2CCN(c3ccccc3O)CC2)cc1	0.1	·
O=C(Cn1cccc1C(=O)c1ccccc1)NCc1ccccn1	-1.3	0
Nc1ccccc1N=Nc1ccccc1N	-0.9	-0.42
C/C(N)=C(/C#N)C(=O)COC(=O)[C@@H](NC(=O)c1ccccc1Cl)C(C)C	-1.4	-1
O=C(Nc1ccc(N2CCOCC2)cc1)c1cccc(-n2cnnc2)c1	-1.0	1.6
C/C=C\C=C\C(=O)Nc1cccc(C2=NOC3(C2)C[C@@H](C(N)=O)N(C(=O)C(c2ccccc2)c2ccccc2)C3)c1 (stereo not given in full)	-0.1	0.84
CN1/C(=C/C2CC(=O)N(c3ccc([N+](=O)[O-])cc3)C2=O)C(C)(C)c2ccccc21 (stereo not given)	-0.9	-0.21
O=S(=O)(c1cccs1)N1CCN(c2ccccc2)CC1	-0.4	0.92
COc1cc(C(=O)N/N=C/c2cccc(Oc3ccccc3)c2)ccc1O	0.9	0.41
C=CCn1c(=O)[nH]c2cc(C(=O)N3CCN(c4cc(C)ccc4C)CC3)ccc2c1=O	-1.3	-0.48
COc1ccc(S(=O)(=O)N2CCCCCC2)cc1C(=O)N1CCN(c2ccccc2O)CC1	-0.1	-0.54
Cc1ccc(C(=O)NC(=S)NNC(=O)COc2ccccc2C)cc1	-0.1	-1.6
CC(=O)Nc1ccc2nc(-c3ccc(Br)o3)[nH]c2c1	-1.4	0.26
CCCCC(=O)Nc1nc(-c2ccc(S(=O)(=O)N3CCOCC3)cc2)cs1	-3.1	0.22
COCCSc1ccccc1C(=O)NCc1ccco1	2.5	0.65
COc1ccc(N(CC(=O)NC(C)C)S(=O)(=O)c2ccc(NC(C)=O)cc2)cc1	-0.9	0.03
Cc1cc(C)cc(N(CC(=O)NCc2ccco2)C(=O)CCC(=O)Nc2ccccn2)c1	·	-0.03
Cc1ccc(C(=O)COC(=O)c2nc(Cl)ccc2Cl)cc1	-1.7	·
CCN(CC)S(=O)(=O)c1ccc(C(=O)OCC(=O)Nc2ccc(-c3nc4ccc(C)cc4s3)cc2)cc1	-1.1	0.22
COc1cc(F)cc(-c2ccc3c(c2)c(-c2cccs2)c(-c2cc(OC)cc(OC)c2)n3C)c1	-0.1	·
CC(=O)C1C(c2ccc(O)cc2)NC(=O)NC1(O)C(F)(F)F (stereo not given)	-1.2	-0.75
CSc1nc2ccccc2n1CC(=O)Nc1ccc(C)c(C)c1	-1.1	-1.4
CCOC(=O)N1CCN(Cc2nc(-c3ccccc3)no2)CC1	-1.2	1
COc1ccc(N2CCN(C(=O)CN3c4cccc5cccc(c45)S3(=O)=O)CC2)cc1	0.1	·
CCCc1[nH]n(-c2nc3ccccc3s2)c(=O)c1C=NCCCOC	0.0	-0.07
O=C(Nc1ccccc1)c1cc2ccccc2c(=O)s1	·	-0.01
COc1ccc(Nc2ncnc3sccc23)cc1OC	6.9	-1.2
S=c1[nH]nc(CCc2ccccc2)n1-c1ccc(Cl)cc1	-0.4	0
O=C(O)CC(NC(=O)C12CC3CC(CC(C3)C1)C2)c1ccc(F)cc1 (stereo not given)	-0.8	-1.8
COC(=O)Cc1c(O)ccn(CCc2ccc(S(N)(=O)=O)cc2)c1=O	-1.3	1.6
CCC(=O)N1CCN(c2cc(N3CCN(C)CC3)c(F)cc2[N+](=O)[O-])CC1	9.8	0.68
O=C1CC(SCCc2nc3ccccc3[nH]2)C(=O)N1c1ccc(Cl)cc1 (stereo not given)	1.1	0.04
CN=C1SC(CC(=O)Nc2ccccc2F)C(=O)N1/N=C/c1ccc(O)c(OC)c1 (stereo not given)	-1.9	0.22
COc1ccc(CCNC(=O)CSc2nc3ccccc3o2)cc1	-0.6	0.2
CC1CCN(S(=O)(=O)c2ccc(NC(=O)CN3CCOCC3)cc2)CC1	-1.4	-0.06
Cc1c(NC(=O)c2ccc(Cl)c(S(=O)(=O)N3CCCCC3)c2)c(=O)n(-c2ccccc2)n1C	-0.5	-0.01
O=C(CSc1nc2ccccc2c(=O)n1CC1CCCO1)N1CCN(c2ccccc2)CC1 (stereo not given)	0.2	0.97
CCCCCCn1c(CN2CCC(C)CC2)nc2c1c(=O)n(C)c(=O)n2C	-1.9	-0.42

6 compounds out of the list above, arranged by the number in STK33 inh, ascending:
smiles,STK33 inh,Kir21 inh
CN=C1SC(CC(=O)Nc2ccccc2F)C(=O)N1/N=C/c1ccc(O)c(OC)c1 (stereo not given),-1.9,0.22
COc1ccc(CCNC(=O)CSc2nc3ccccc3o2)cc1,-0.6,0.2
Cc1c(NC(=O)c2ccc(Cl)c(S(=O)(=O)N3CCCCC3)c2)c(=O)n(-c2ccccc2)n1C,-0.5,-0.01
S=c1[nH]nc(CCc2ccccc2)n1-c1ccc(Cl)cc1,-0.4,0
O=C(CSc1nc2ccccc2c(=O)n1CC1CCCO1)N1CCN(c2ccccc2)CC1 (stereo not given),0.2,0.97
CCC(=O)N1CCN(c2cc(N3CCN(C)CC3)c(F)cc2[N+](=O)[O-])CC1,9.8,0.68

The list goes on:
SMILES	STK33 inh	Kir21 inh
Cc1cc2cc(CNC(=O)Cc3ccc([N+](=O)[O-])cc3)ccc2n1C	-0.2	0.37
Cc1nn(CC(=O)Nc2ccc(Cl)cc2Cl)c(=O)c2ccccc12	-1.7	-0.54
CCC1=NN2C(=N)/C(=C\c3cccn3-c3ccc(OC)cc3)C(=O)N=C2S1	-1.5	0.32
CC1=[N+](CC(=O)c2ccccc2)CCn2cccc21	-1.2	-0.02
CN(C)S(=O)(=O)c1cccc(C(=O)Nc2ccccc2Cl)c1	-0.3	-0.01
COC(=O)CSc1ncnc2c1sc1nc3c(cc12)COC(C)(C)C3	-1.2	-0.8
Cc1ccc(N)c2c1OCCC2=O	-0.3	0.1
C/C(=N\NC(=O)c1ccc(O)cc1)c1ccc2c(c1)OCCO2	-0.5	·
CCN1CCN(c2cc(C)c3cc(NC(=O)c4cccnc4Cl)ccc3n2)CC1	-0.7	0.82
CCNC(=O)N1CCCC(C(=O)c2ccc(C(F)(F)F)cc2)C1 (stereo not given)	-2.2	1.1
Cc1ccc(-n2nc(C)c3c(C)c(CCC(=O)NC(C)c4ccccc4)c(C)nc32)cc1 (stereo not given)	-2.0	0.57
COc1ccc(CN(C)Cc2nc(Cc3cccc(F)c3)no2)c2cccnc12	-1.8	-1.6
CCN(CC)C(=O)[C@H]1CC(CC(=O)NC(C)(C)C)C(=O)N2CCc3c([nH]c4ccccc34)[C@]12C (stereo not given in full)	1.0	·
CC(Oc1ccc(Cl)cc1Cl)C(=O)Nc1ccc(S(=O)(=O)Nc2cnc3ccccc3n2)cc1 (stereo not given)	-1.6	-0.17
COc1ccc(C2=NOC(C(=O)N(C)Cc3ccccc3)C2)cc1 (stereo not given)	-1.1	0.84
O=C(/C=C/c1cccs1)NC1CCCC1	0.9	1.1
CCOc1ccccc1/C=C\c1nc(O)c([N+](=O)[O-])c(=O)[nH]1	-5.4	0.01
CCNC(=O)/C(C#N)=C/c1c(N(Cc2ccccc2)Cc2ccccc2)nc2ccccn2c1=O	-1.3	0.92
COc1ccc(NC(=O)NCc2ccncc2)c(OC)c1	-1.5	1.8
Cc1cc(C)nc(NS(=O)(=O)c2ccc(NC(=O)Nc3ccccc3F)cc2)n1	0.8	0.26
O=C(Nc1ccc2c(c1)OCO2)c1cccs1	0.3	0.14
O=c1nc(-c2ccccc2)c2ccccc2[nH]1	0.8	-0.01
COc1ccccc1-n1c(=S)[nH]c2c(sc(=S)n2-c2ccc(C)cc2C)c1=O	-0.8	1.2
CC1(C)COC(c2coc3ccccc3c2=O)OC1	-1.2	-2
Cc1ccc(N(CC(=O)NC(C)C)C(=O)CCC(=O)Nc2nccs2)cc1	0.6	-2.1
CCN(CC(=O)Nc1ccc(Cl)c(C(F)(F)F)c1)CC(=O)NC1CCS(=O)(=O)C1 (stereo not given)	-1.0	0.37
CCOC(=O)N1N=C(c2ccc(OC)cc2)CC1(O)C(F)(F)F (stereo not given)	-0.7	1.2
COc1cc(NC(=O)c2cc(-n3cnnc3)ccc2Cl)cc(OC)c1	-0.3	-0.13
Cc1cc(Nc2nc3ccccc3[nH]c2=O)n(-c2ccccc2)n1	-0.2	·
CCOc1ccc(NC(=O)CN(C)C(=O)c2ccc3nc(CC)c(CC)nc3c2)cc1OCC	-0.8	0.5
CN(C)Cc1c(O)ccc2occ(C(=O)c3ccccc3)c12	-0.6	-1.1
COC(=O)COc1ccc(S(=O)(=O)N2CCCCCC2)cc1	-1.0	-0.72
CCCC1=C(C(=O)OCC)C(c2ccncc2)n2ncnc2N1 (stereo not given)	0.9	-1.5
O=C(c1ccc(F)cc1F)N1CCC(N2CCC(C(=O)N3CCOCC3)CC2)CC1	-2.4	-1.2
CCOC(=O)c1c(NC(=O)CSc2nnc(C)c(=O)[nH]2)sc2c1CCC2	-1.2	1.8
Fc1cccc(Cc2noc(CN3CCCCC3CCc3ccccn3)n2)c1 (stereo not given)	0.2	-0.01

Single records (already shown):
Results for O=C(c1ccc(F)cc1F)N1CCC(N2CCC(C(=O)N3CCOCC3)CC2)CC1 → STK33 inh = -2.4; Kir21 inh = -1.2
Results for CCN(CC(=O)Nc1ccc(Cl)c(C(F)(F)F)c1)CC(=O)NC1CCS(=O)(=O)C1 (stereo not given) → STK33 inh = -1.0; Kir21 inh = 0.37

Filtered by structure, the compounds so far containing a COOH group
SMILES	STK33 inh	Kir21 inh
O=C(O)CCCN1C(=O)/C(=C\c2ccccc2OCc2ccccc2)SC1=S	0.0	-0.12
O=C(O)CC(NC(=O)C12CC3CC(CC(C3)C1)C2)c1ccc(F)cc1 (stereo not given)	-0.8	-1.8

Going on with the list.
SMILES	STK33 inh	Kir21 inh
Cc1ccc(NC(=O)c2ccco2)c(NC(=O)c2ccccc2)c1	-0.7	-1.2
CCOC(=O)C1C(=O)C=C(c2cccs2)CC1c1ccccc1C (stereo not given)	0.6	0.44
C[C@@H](NC(=O)[C@@H]1Cc2ccccc2CN1C(=O)OC(C)(C)C)C(=O)NCc1ccco1	1.1	0.9
COc1ccc(S(=O)(=O)N(C)CC(=O)NCC2CCCO2)cc1OC (stereo not given)	-1.7	-1.3
Cc1ccc(C(=O)N/N=C\c2ccccc2[N+](=O)[O-])cn1	·	0.05

Bioassay records deposited in PubChem BioAssay by several laboratories.
